Screening results: PubChem BioAssay, several laboratories
LYP inhibition: inhibitors of LYP phosphatase, biochemical, fluorescence intensity, uHTS (AID 1779) | recombinant LYP phosphatase, fluorescence intensity; higher % means a stronger effect | inhibition, % at 11.5 µM, or IC50 in µM where a hit was titrated | actives 0.054% (n = 290,000);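 note: plate controls were vehicle with enzyme for no effect and no enzyme for full effect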
P. falciparum M17LAP: P. falciparum M17LAP inhibitors, primary screen, biochemical, fluorogenic H-Leu-NHMec substrate, 1536-well (AID 1619); recombinant M17LAP, H-Leu-NHMec fluorogenic kinetic assay; higher % means a stronger effect; inhibition, % at 30 µM, or IC50 in µM where a hit was titrated; actives 0.38% (n = 220,000);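 active = compound inhibiting the enzyme by more than half at any dose during confirmatory dose-response retesting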;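 note: plate controls were full reaction with DMSO carrier for no effect and no enzyme background for full effect; strong numbers were not always called active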
ER stress rescue: rescue of cells from ER stress-induced death, primary screen, 384-well, CSM14.1, thapsigargin, ATP luminescence (AID 1222); cellular ATP content (survival), % at 20 µM; hits with a dose series show EC50 in µM; 190,000 tested, under 10 active; CSM14.1 thapsigargin-induced death rescue, ATP luminescence; higher % means a stronger effect;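 active = EC50 below 50 µM in the dose-response confirmation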;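 note: death triggered by thapsigargin at about 15 µM added after 2 h compound pretreatment; cell ATP read after overnight thapsigargin exposure of roughly 18 to 22 hours; normalized against plate controls of thapsigargin alone and 5% DMSO vehicle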
Myeloid diff MLP: myeloid differentiation induction; ER-HoxA9 myeloid progenitors, lysozyme-GFP differentiation, flow cytometry; calls only at 10 µM; actives 1% (n = 360,000); AID 624256;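 active = normalized GFP-positive differentiation at or above the plate's own cutoff, the solvent-only control mean plus 3 SD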;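 note: cells exposed to compound for four days before flow analysis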
TNAP activators: stimulation of alkaline phosphatase TNAP activity – biochemical, luminescent, no phosphate acceptor, uHTS, primary screen (AID 1001). purified TNAP, luminescent activation assay, no phosphate acceptor; higher activation fold means a stronger effect. activation fold at 20 µM, or EC50 in µM where a hit was titrated. actives 0.03% (n = 200,000); in the data active = activation fold from about 3, or a potency from the dose series; inactive = the rest, 99 in 100 with activation fold below about 1.6; note: many of its hits are not listed in these tables
human PMI inhibitors: human PMI inhibitors, high substrate, primary screen, biochemical, fluorescence intensity, high mannose 6-phosphate (AID 1220); recombinant PMI enzyme, coupled fluorescence intensity; higher % means a stronger effect; actives 0.66% (n = 190,000); inhibition, % at 20 µM, or IC50 in µM where a hit was titrated
XIAP antagonists: small molecules displacing peptide from XIAP – biochemical, IAP family, fluorescence polarization (AID 1018). XIAP BIR domain, fluorescence polarization peptide displacement; higher % means a stronger effect. one-dose displacement, % at 20 µM; IC50 in µM for titrated hits. actives 0.007% (n = 200,000); in the data active = displacement above about 50%; note: a part of the inactive calls stands beside numbers as strong as those of hits
P. falciparum M1AAP: P. falciparum M1AAP inhibitors, biochemical, fluorogenic H-Leu-NHMec substrate, 1536-well (AID 1445); recombinant M1AAP, H-Leu-NHMec fluorogenic kinetic assay; higher % means a stronger effect; one-dose inhibition, % at 30 µM; IC50 in µM for titrated hits; actives 0.42% (n = 220,000);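 active = primary inhibition above the hit cutoff, then over 50% inhibition at one or more dose response concentrations, cut at about 23% in these data, passing the limit was not always enough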;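 note: plate controls were DMSO full reaction for no effect and no enzyme background for full effect; strong numbers were not always called active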
PMI inhibitors: inhibitors of human PMI, primary screen, biochemical, fluorescence intensity, coupled assay (AID 1209); purified PMI enzyme, coupled fluorescence intensity; higher % means a stronger effect; one-dose inhibition, % at 20 µM; IC50 in µM for titrated hits; actives 0.42% (n = 190,000);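 note: plate controls were DMSO vehicle for no effect and wells lacking substrate for full effect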
Myeloid diff MLP GFP+ MAC1+ %: also measured in Myeloid diff MLP; calls as there; GFP+ MAC1+ double positive, %; measured here: differentiation confirmed by MAC1 staining
The depositor's hits bear a star; i = inactive; / = no result given. Cut-off read from the data, not from the text of the source, unless noted: active = inhibition above about 50%; inactive = the rest. Not a hit list; overall some 2.7% were active at least once.

no.	Molecule	LYP inhibition	P. falciparum M17LAP	ER stress rescue	Myeloid diff MLP	Myeloid diff MLP GFP+ MAC1+ %
1	C/C(=C/CCC(C)[C@H]1CC[C@@]2(C)C3=C(CC[C@]12C)[C@@]1(C)CCC(=O)C(C)(C)[C@@H]1CC3)C(=O)O (stereo partly drawn)	-1%	9%	-2.5%	i	1.8
2	O=C(Cn1nc2sc3ccccc3n2c(=O)c1=O)c1cccs1	-2%	4%	/	i	0.4
3	COc1ccc(N2Cc3ccccc3C2=NC(=O)c2cncc(Br)c2)cc1	-4%	2%	/	i	0.8
4	CCCC(=O)Nc1c(-c2ccccc2OC)c(=O)c2ccccc2n1C	-8%	1%	/	i	0.5
5	Cc1ccc(CNC(=O)c2cnccn2)cc1	-9%	0%	-0.7%	i	0.3
6	CC(=O)NCc1ccc(C(=O)CSc2nnc(-c3ccncc3)n2Cc2ccccc2)o1	1%	1%	-2.5%	i	0.2
7	O=C(O)c1ccc(CSc2ccccn2)cc1	-7%	/	0.2%	i	0.2
8	CC(=O)Oc1ccc(N(c2ccccc2)S(=O)(=O)c2ccc(C)cc2)cc1	-2%	-5%	2.3%	i	0.3
9	O=C(c1cccs1)N1CCN(Cc2ccncc2)CC1	-9%	15%	0.3%	i	2.2
10	CCOC(=O)Cc1csc(NC(=O)CCS(=O)(=O)Cc2ccccc2)n1	-16%	-2%	-2.9%	i	9.4
11	O=S(N1CCCCCC1)C12CC3CC(CC(C3)C1)C2 (stereo not drawn)	-9%	2%	5.0%	i	0.9
12	CCOC(=O)N1C=CC=C[C@@H]2[C@@H](N3C(=O)c4ccccc4C3=O)C(=O)N21	1%	7%	-1.9%	i	0.4
13	O=C(NCc1cccc(C(F)(F)F)c1)c1cccc(S(=O)(=O)NCc2ccccc2)c1	-2%	-7%	-3.6%	i	0.3
14	CC(=O)c1ccc(NC(=O)C2(S(=O)(=O)c3ccccc3)CC2)cc1	1%	4%	0.1%	i	0.2
15	O=S(=O)(c1ccc(NC(=S)N2CCN(c3ccccc3F)CC2)cc1)N1CCOCC1	-4%	-4%	-0.6%	i	0.3

no.	TNAP activators	human PMI inhibitors	XIAP antagonists	P. falciparum M1AAP	PMI inhibitors
1	1	-2%	-3.1%	0%	-3%
2	/	/	/	9%	/
3	1.1	25%	-4.1%	2%	-46%
4	/	/	/	0%	/
5	1.1	5%	-4.2%	3%	-4%
6	1	1%	-2.9%	6%	-6%
7	1.2	-1%	0.3%	/	1%
8	1.1	-1%	-3.6%	2%	6%
9	1.2	-7%	2.5%	-2%	8%
10	1	-2%	-4.8%	-16%	1%
11	1.1	5%	-1.2%	-3%	0%
12	1.1	-2%	-5.2%	7%	-3%
13	1.2	13%	-19%	2%	27%
14	1.1	1%	-5.9%	14%	-9%
15	1	11%	0.4%	0%	11%

(continued)
no.	Molecule	LYP inhibition	P. falciparum M17LAP	ER stress rescue	Myeloid diff MLP	Myeloid diff MLP GFP+ MAC1+ %
16	COc1ccc(NS(=O)(=O)c2cccs2)c(OC)c1	-2%	-9%	-2.8%	i	0.6
17	COc1ccc([N+](=O)[O-])cc1NC(=O)C1CCCO1 (stereo not drawn)	-5%	4%	0.0%	i	1.0
18	CCC(=O)N1CCN(c2ccc(NC(=S)NC(=O)COc3ccccc3)cc2)CC1	-6%	-3%	2.4%	i	0.7
19	CC(=O)c1cccc(N2C(=O)Nc3ccccc3N2O)c1	-6%	3%	-1.2%	i	0.0
20	Cc1ccccc1/C(N)=N/OC(=O)c1ccc(F)cc1	2%	-4%	-3.0%	i	0.4
21	COCc1cc(C)nc(N)c1C#N	1%	2%	-1.7%	i	0.3
22	CC(C)NC(=S)NN=C1CCC(c2ccccc2)CC1 (stereo not drawn)	-1%	-2%	-1.5%	i	0.4
23	O=C(COc1ccccc1)Nc1ccccc1Cl	-3%	3%	-1.8%	i	0.3
24	Cc1ccc(-n2ncc3c(NCc4ccco4)ncnc32)c(C)c1	9%	8%	-3.4%	i	2.3
25	Cc1ccc(NC(=O)CN2C(=O)S/C(=C/c3ccc(-c4cccc(C(=O)O)c4)o3)C2=O)cc1	33%	54%	0.7%	i	0.3
26	Fc1ccc(CSc2nnc(-c3cccs3)o2)cc1	-8%	10%	/	i	2.0
27	Cc1nc(-c2cccc(S(=O)(=O)N3CC(C)OC(C)C3)c2)cs1 (stereo not drawn)	-9%	-6%	0.8%	i	0.9
28	Cn1c(=O)cc(NCc2ccccc2)[nH]c1=O	-8%	6%	-3.4%	i	0.5
29	O=C(Nc1nc(-c2cccnc2)cs1)c1ccc(S(=O)(=O)N2CCOCC2)cc1	-6%	-1%	-1.0%	i	15
30	C=CCC1(C)C(=O)N(c2ccccc2)c2ccccc21 (stereo not drawn)	-3%	-13%	-1.6%	i	1.5

no.	TNAP activators	human PMI inhibitors	XIAP antagonists	P. falciparum M1AAP	PMI inhibitors
16	1	-1%	-4.2%	5%	0%
17	1.1	8%	-6.2%	6%	4%
18	1	18%	-3.9%	6%	14%
19	1	-18%	-3.0%	3%	-8%
20	1.1	26%	-11%	4%	0%
21	1.1	-3%	-8.0%	4%	-6%
22	1.2	8%	-0.7%	1%	4%
23	1.2	-4%	-3.4%	14%	-7%
24	1.1	-2%	0.9%	6%	3%
25	1	-7%	-28%	8%	-5%
26	1.2	4%	-4.1%	0%	6%
27	1.1	5%	3.1%	-3%	-7%
28	1.1	1%	1.6%	-7%	11%
29	1.1	-3%	-4.9%	-3%	-1%
30	1.1	-2%	0.7%	-3%	0%

Reprinted from the part before: 2 entries, then new ones.
no.	Molecule	LYP inhibition	P. falciparum M17LAP	ER stress rescue	Myeloid diff MLP	Myeloid diff MLP GFP+ MAC1+ %
29	O=C(Nc1nc(-c2cccnc2)cs1)c1ccc(S(=O)(=O)N2CCOCC2)cc1	-6%	-1%	-1.0%	i	15
30	C=CCC1(C)C(=O)N(c2ccccc2)c2ccccc21 (stereo not drawn)	-3%	-13%	-1.6%	i	1.5
31	N=C1C(c2nc3ccccc3[nH]2)=C(O)CN1NC(=O)COc1cccc(F)c1	-4%	5%	-0.9%	/	/
32	c1ccc(OCc2nc3c4c(ncn3n2)-c2ccccc2CC42CCCC2)cc1	1%	0%	-1.7%	i	1.1
33	CCOC(=O)c1ccc(-n2c(CN(CC)CC)nc3ccc([N+](=O)[O-])cc3c2=O)cc1	-1%	2%	-0.4%	i	0.3
34	CN1CCN(S(=O)(=O)c2ccc(N3CCN(S(=O)(=O)/C=C/c4ccccc4)CC3)nc2)CC1	-11%	27%	-0.4%	i	0.7
35	O=C(CSc1nc(N2CCCCC2)nc(N2CCCCC2)n1)Nc1nccs1	-8%	5%	-1.1%	i	1.0
36	O=C1C(Cc2ccc(O)cc2)NC(=S)N1C1CCCCC1 (stereo not drawn)	0%	-10%	/	i	0.5
37	C=CCSc1nc2c(c(=O)[nH]1)C(c1ccccc1)C(C#N)=C(N)O2 (stereo not drawn)	-13%	6%	/	i	0.3
38	N/C(=N\OC(=O)c1cccc2ccccc12)c1cccnc1	-9%	-12%	-2.4%	i	0.1
39	CCCS(=O)(=O)N1CCC(C(=O)NCCN(CC)c2ccccc2)CC1	3%	-2%	-1.2%	i	0.4
40	CC(=O)NS(=O)(=O)c1ccc(NC(=O)/C=C/c2ccccc2Cl)cc1	-4%	15%	-1.9%	i	0.7
41	CCOc1ccc(-c2nnc(SCC(=O)Nc3ccc4c(c3)c3ccccc3n4CC)n2N)cc1	-4%	-6%	-0.9%	i	3.2
42	S=C(NCc1ccc(Cl)cc1)Nc1ccccc1	-5%	1%	12%	i	0.5
43	CCCOc1ccc(/C=N/Nc2ccc(C(=O)O)cc2)c(OCCC)c1	12%	8%	-0.5%	i	0.1
44	Cc1ccc(NC(=S)N/N=C/c2c(C)[nH]c3ccccc23)cc1	6%	-4%	-2.7%	i	1.0
45	Cc1cccc(NC(=O)CSc2nnc(-c3cc(C)n(-c4ccccc4)c3C)o2)c1C	4%	8%	-0.9%	i	0.5

no.	TNAP activators	human PMI inhibitors	XIAP antagonists	P. falciparum M1AAP	PMI inhibitors
29	1.1	-3%	-4.9%	-3%	-1%
30	1.1	-2%	0.7%	-3%	0%
31	1.1	-1%	-3.0%	0%	-6%
32	1.1	-1%	-9.3%	1%	10%
33	1	-11%	-4.4%	0%	-33%
34	1.1	2%	-6.6%	4%	-1%
35	1	-4%	-4.2%	-1%	0%
36	/	/	/	0%	/
37	/	/	/	1%	/
38	1	12%	-4.1%	-2%	9%
39	1.1	7%	-3.9%	3%	10%
40	1.1	-1%	-1.8%	5%	2%
41	1	7%	-2.9%	-4%	2%
42	1.1	17%	-6.4%	1%	15%
43	1.1	-30%	-6.7%	15%	-39%
44	1.1	0%	-1.3%	11%	3%
45	1.2	-1%	-5.0%	4%	-9%

(continued)
no.	Molecule	LYP inhibition	P. falciparum M17LAP	ER stress rescue	Myeloid diff MLP	Myeloid diff MLP GFP+ MAC1+ %
46	Cn1c(SCc2c(F)cccc2Cl)nnc1-c1cnccn1	-7%	14%	-1.6%	i	2.1
47	CC(=O)c1ccc(NC(=O)c2noc3c2CCC3)cc1	-1%	0%	-1.2%	i	0.3
48	Cc1cc(-c2n[nH]c(=S)n2/N=C/c2cccs2)n[nH]1	3%	2%	-0.9%	i	0.3
49	O=C1CC(c2c[nH]c3ccccc23)C(=O)N1 (stereo not drawn)	2%	2%	-1.5%	i	0.5
50	COc1cc(/C(C)=N/N2CCOCC2)cc(OC)c1OC	0%	15%	0.5%	i	0.1
51	CCCCOc1ccc(C(=O)N2CCCCCC2)cc1	4%	-4%	-1.9%	i	0.9
52	O=[N+]([O-])c1ccccc1-c1ccc(/C=N/n2cnnc2)o1	-3%	24%	3.3%	i	1.7

no.	TNAP activators	human PMI inhibitors	XIAP antagonists	P. falciparum M1AAP	PMI inhibitors
46	1.1	3%	-4.3%	5%	2%
47	1	-1%	-9.8%	16%	-6%
48	1.5	-8%	-1.3%	15%	3%
49	1.1	6%	0.5%	3%	5%
50	1.1	5%	-2.5%	1%	5%
51	0.9	19%	-14%	-4%	20%
52	1.1	51%*	-3.4%	8%	20%
